# Bcl-B displacement – displacers of TR3 peptide from Bcl-B, primary screen, selectivity assay for Bfl-1 inhibitor project, biochemical, fluorescence polarization | Bcl-2-like protein 10 (Homo sapiens) | FP displacement of FITC-TR3 peptide from Bcl-B; higher % means a stronger effect | displacement, % at 20 µM; hits with a dose series show IC50 in µM | 96,000 tested, 0.11% active | AID 748, 2007;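 active = displacement above 50% at 20 µM plus a fluorescence interference ratio under 1.5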;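 note: plate controls were wells without compound for no effect and wells lacking Bcl-B protein for full effect; a part of the inactive calls stands beside numbers as strong as those of hits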
# MRP resist rev – reversal of MRP1-mediated doxorubicin resistance, primary screen, H69AR cells, doxorubicin co-treatment. H69AR cells + 2 uM doxorubicin, CellTiter-Glo, 72 h. differential viability (reversal), % at 10 µM. 85,000 tested, 0.04% active;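 active = viability drop by adding the cancer drug above about 55%, with treated viability meeting a 40% cutoff, limit read from the data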;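 note: viability without doxorubicin minus viability with 2 µM doxorubicin for each compound; larger differential means the compound sensitizes cells more to doxorubicin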
# NFkB transloc inh – inhibitors of IL-1B driven NFkB p65 nuclear import, primary screen, imaging, HUVEC, IL-1B stimulus, high-content imaging | HUVEC IL-1B NFkB p65 nuclear translocation imaging | inhibition, % at 2 µM | 94,000 tested, 0.43% active | AID 796, 2007;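 active = inhibition above about 30% together with a positive call from visual inspection of the well image, limit read from the data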;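 note: nuclear over cytoplasmic p65 intensity ratio measured by imaging; 0% = IL-1B stimulated DMSO wells and 100% = unstimulated DMSO wells; values of inactives mirror those of a sister screen read the other way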
# PLAP inhibition – PLAP enzyme inhibitors, biochemical, luminescence, HTS (AID 690) | Alkaline phosphatase, placental type (Homo sapiens) | purified PLAP, luminescent substrate; higher % means a stronger effect | one-dose inhibition, % at 20 µM; IC50 in µM for titrated hits | 96,000 tested, 0.08% active; in the data active = a potency from the dose series; inactive = the rest, 99 in 100 with inhibition below about 30%; note: strong numbers were not always called active
# NFkB transloc pot – enhancers of NFkB p65 translocation in HUVEC – imaging, IL-1B stimulus, high-content imaging, primary screen; AID 819, 2007; HUVEC IL-1B NFkB p65 nuclear translocation imaging; activation, % at 2 µM; 94,000 tested, 0.3% active;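 active = activation above 40%, about the mean plus 3 SD, also judged a hit on visual image review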;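 note: percent activation is computed from the nuclear over cytoplasmic p65 intensity ratio; values of inactives mirror those of a sister screen read the other way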
# MRP resist rev cytotoxicity – second read-out of MRP resist rev, no call of its own (marks repeat the call); viability, %; H69AR cells, CellTiter-Glo, 72 h; measured here: cytotoxicity without doxorubicin
# MRP resist rev with doxorubicin – also measured in MRP resist rev; calls as there; viability, %; measured here: viability with 2 uM doxorubicin; hits give low values
# NFkB transloc inh cell count 2 µM – second read-out of NFkB transloc inh, no call of its own (marks repeat the call); cell count; measured here: cells passing quality filter;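 raw number of nuclei counted in each imaged well without normalization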
# NFkB transloc pot cell count 2 µM – second read-out of NFkB transloc pot, no call of its own (marks repeat the call); cell count; measured here: cells passing quality filter
# Numbers without * were called inactive; . = not tested or not shown. These rows are one share of the data (hit frequency here may not be typical).
no. | Compound | Bcl-B displacement | MRP resist rev | MRP resist rev cytotoxicity | MRP resist rev with doxorubicin | NFkB transloc inh
1 | CCOc1ccc(OCC)c(NC(=O)CSc2nc3c(c(=O)n(C)c(=O)n3C)n2CC)c1 | -3.5% | -3.9 | 60.3 | 64.2 | 3.4
2 | O=c1c2[nH]c3ccccc3c2ncn1C1CCCCC1 | -3.2% | -22.7 | 54.6 | 77.3 | -4.7
3 | Cc1cccc(C)c1NC(=O)N1CCC(N2CCCCC2)CC1 | 7.7% | . | . | . | 9.1
4 | CC(=O)C1=C(O)C(=O)N(Cc2ccccc2)C1c1cccs1 (centres undefined) | 6.4% | 0.5 | 108.4 | 107.9 | .
5 | Cc1cc(C)nc(NC(=O)CSc2nc3ccccc3s2)n1 | 4.5% | 9.8 | 90.5 | 80.8 | -12.3
6 | COc1ccc(CNc2nc3nc(C)c(Cl)c(C)n3n2)cc1OC | . | 2.6 | 94.6 | 92.0 | -0.1
7 | CC12CCC(C(=O)n3c1nc1ccccc13)C2(C)C (centres undefined) | -6.4% | -2.8 | 86.7 | 89.5 | -8.4
8 | CCCCNC(=O)c1ccc(S(=O)(=O)c2ccc(Cl)cc2)c(NC(C)=O)c1 | -12.8% | 11.4 | 92.6 | 81.1 | 3.2
9 | Cc1nc(SCC(=O)NCc2ccco2)[nH]c(=O)c1C | -5.3% | 2.2 | 72.6 | 70.3 | 12.5
10 | COc1ccc(-n2c(Cc3cccn3C)nnc2SCC(=O)Nc2ccc(C(C)=O)cc2)cc1 | -5.4% | 1.1 | 90.2 | 89.1 | 15.4

no. | NFkB transloc inh cell count 2 µM | PLAP inhibition | NFkB transloc pot | NFkB transloc pot cell count 2 µM
1 | 147 | -22.7% | -3.4 | 147
2 | 117 | 1.4% | 4.7 | 117
3 | 166 | -10.9% | -9.1 | 166
4 | . | 1.2% | . | .
5 | 170 | 21.4% | 12.3 | 170
6 | 140 | . | 0.1 | 140
7 | 190 | -16.6% | 8.4 | 190
8 | 149 | -26.8% | -3.2 | 149
9 | 132 | -1.0% | -12.5 | 132
10 | 159 | -67.3% | -15.4 | 159

# One compound at a time (already shown). Values in the order: Bcl-B displacement	MRP resist rev	MRP resist rev cytotoxicity	MRP resist rev with doxorubicin	NFkB transloc inh	NFkB transloc inh cell count 2 µM	PLAP inhibition	NFkB transloc pot	NFkB transloc pot cell count 2 µM
# CCCCNC(=O)c1ccc(S(=O)(=O)c2ccc(Cl)cc2)c(NC(C)=O)c1 across the screens: -12.8%	11.4	92.6	81.1	3.2	149	-26.8%	-3.2	149
# CC(=O)C1=C(O)C(=O)N(Cc2ccccc2)C1c1cccs1 (centres undefined) across the screens: 6.4%	0.5	108.4	107.9	.	.	1.2%	.	.

# Next section:
no. | Compound | Bcl-B displacement | MRP resist rev | MRP resist rev cytotoxicity | MRP resist rev with doxorubicin | NFkB transloc inh
11 | Cc1nn(-c2nnc(C)c(=O)[nH]2)c(C)c1SCC(=O)Nc1ccc(C(C)C)cc1 | -4.6% | . | . | . | -0.2
12 | O=C(CN1C(=O)c2ccccc2S1(=O)=O)NCCSc1ccccc1 | 3.0% | -18.2 | 103.0 | 121.2 | 3.9
13 | CCn1c(SCc2ccc([N+](=O)[O-])cc2)nnc1C(C)NC(=O)c1ccccc1Br (centres undefined) | -8.3% | . | . | . | -1.1
14 | CCCCCCCCN=C1NC(=O)CS1 | -7.5% | 6.4 | 100.6 | 94.2 | 7.2
15 | O=C(CN1CCN(C(=O)c2c(F)cccc2F)CC1)Nc1ccccc1F | -2.4% | 13.3 | 99.3 | 86.0 | .
16 | Cc1ccc(-n2ncc3c(NCCCn4ccnc4)ncnc32)c(C)c1 | 2.6% | 12.3 | 81.9 | 69.7 | .
17 | FC(F)(F)c1cccc(NC(=S)Nc2ccc(Cl)cc2Cl)c1 | 23.5% | . | . | . | 5.9
18 | CCC(C)NC(=O)C1=C(C)C(=O)OC12CCC(C)CC2 (centres undefined) | 1.4% | 11.7 | 100.4 | 88.7 | .
19 | CCCCn1c2c(c(=O)n(C)c1=O)C(c1ccc(OC)cc1)N1CCCCCC1=N2 (centres undefined) | 4.1% | . | . | . | 7.0
20 | O=C(OCCN1CCOCC1)C(c1ccccc1)c1ccccc1 | -5.4% | -6.5 | 73.9 | 80.5 | .

no. | NFkB transloc inh cell count 2 µM | PLAP inhibition | NFkB transloc pot | NFkB transloc pot cell count 2 µM
11 | 139 | -19.2% | 0.2 | 139
12 | 109 | -24.3% | -3.9 | 109
13 | 138 | 10.2% | 1.1 | 138
14 | 169 | -0.5% | -7.2 | 169
15 | . | 0.8% | . | .
16 | . | -1.6% | . | .
17 | 135 | -8.0% | -5.9 | 135
18 | . | -19.0% | . | .
19 | 154 | -44.7% | -7.0 | 154
20 | . | -21.7% | . | .

# The last 4 entries of the part above come first, to join the parts.
no. | Compound | Bcl-B displacement | MRP resist rev | MRP resist rev cytotoxicity | MRP resist rev with doxorubicin | NFkB transloc inh
17 | FC(F)(F)c1cccc(NC(=S)Nc2ccc(Cl)cc2Cl)c1 | 23.5% | . | . | . | 5.9
18 | CCC(C)NC(=O)C1=C(C)C(=O)OC12CCC(C)CC2 (centres undefined) | 1.4% | 11.7 | 100.4 | 88.7 | .
19 | CCCCn1c2c(c(=O)n(C)c1=O)C(c1ccc(OC)cc1)N1CCCCCC1=N2 (centres undefined) | 4.1% | . | . | . | 7.0
20 | O=C(OCCN1CCOCC1)C(c1ccccc1)c1ccccc1 | -5.4% | -6.5 | 73.9 | 80.5 | .
21 | O=C(CCN1C(=O)C2C3C=CC(C3)C2C1=O)Nc1ccc2ncccc2c1 (centres undefined) | -8.6% | -0.4 | 94.5 | 94.9 | 1.9
22 | CCOc1cc(CNCCO)c(Cl)cc1OCC(=O)NCCc1ccccc1 | 11.5% | . | . | . | 3.9
23 | COc1ccc(NC(=S)Nc2ccccc2F)c(OC)c1 | -1.5% | . | . | . | 6.9
24 | CCCCn1c(SCC(N)=O)nc2ccc(N3CCOCC3)cc2c1=O | 14.6% | . | . | . | -9.5
25 | CC(C)CCn1c(S(=O)(=O)O)nc2ccccc21 | 12.0% | 3.0 | 103.7 | 100.6 | -7.0
26 | COc1c(S(=O)(=O)N2CCN(c3ccc(F)cc3)CC2)ccc(Cl)c1Cl | 0.4% | -3.9 | 76.1 | 80.0 | 4.6
27 | COCCN1C(=O)c2oc3ccccc3c(=O)c2C1c1cccc(O)c1 (centres undefined) | 2.1% | -6.3 | 88.2 | 94.5 | -10.6
28 | CCCc1[nH]nc2c1C(/C(C)=C/c1ccccc1)C(C#N)=C(N)O2 (centres undefined) | -0.7% | . | . | . | -4.4
29 | CC(=O)N1C(=O)C(=C2C=C(C)OC(C)=C2)c2ccccc21 | -307.4% | . | . | . | -1.8
30 | O=C(Cn1c(C(=O)NCCCN2CCOCC2)cc2sccc21)c1ccccc1 | -3.6% | -8.6 | 95.0 | 103.6 | 4.7
31 | CN1CCN(CCCNC(=O)c2ccc3c(c2)N(Cc2ccccc2)CCS3)CC1 | 8.1% | -0.2 | 58.6 | 58.8 | 14.7
32 | Clc1ccc2nc(CN3CCCCCC3)cn2c1 | -3.6% | -4.0 | 96.4 | 100.3 | 4.8
33 | O=C(CSc1ccccn1)N1CCN(c2cccc(Cl)c2)CC1 | -5.3% | 12.4 | 97.3 | 84.9 | -7.7

no. | NFkB transloc inh cell count 2 µM | PLAP inhibition | NFkB transloc pot | NFkB transloc pot cell count 2 µM
17 | 135 | -8.0% | -5.9 | 135
18 | . | -19.0% | . | .
19 | 154 | -44.7% | -7.0 | 154
20 | . | -21.7% | . | .
21 | 121 | -4.6% | -1.9 | 121
22 | 166 | -36.4% | -91.3 | 50
23 | 129 | 7.9% | -6.9 | 129
24 | 147 | 4.7% | 9.5 | 147
25 | 144 | 2.8% | 7.0 | 144
26 | 134 | 15.0% | -4.6 | 134
27 | 183 | -7.5% | 10.6 | 183
28 | 139 | -8.4% | 4.4 | 139
29 | 117 | 18.5% | 1.8 | 117
30 | 176 | -39.2% | -4.7 | 176
31 | 197 | -62.5% | -14.7 | 197
32 | 163 | -18.8% | -4.8 | 163
33 | 60 | -0.8% | 7.7 | 60
